hcGAS lum – Primary biochemical luminescence assay for human cyclic GMP-AMP synthase inhibitors; Q8N884; recombinant h-cGAS, ATP depletion, Kinase-Glo luminescence; inhibition, % at 12.5 µM; actives 0.081% (n = 290,000);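 also: 0% = vehicle reaction and 100% = reaction without DNA for no activity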
Target sequence (Q8N884 whole entry, looked up): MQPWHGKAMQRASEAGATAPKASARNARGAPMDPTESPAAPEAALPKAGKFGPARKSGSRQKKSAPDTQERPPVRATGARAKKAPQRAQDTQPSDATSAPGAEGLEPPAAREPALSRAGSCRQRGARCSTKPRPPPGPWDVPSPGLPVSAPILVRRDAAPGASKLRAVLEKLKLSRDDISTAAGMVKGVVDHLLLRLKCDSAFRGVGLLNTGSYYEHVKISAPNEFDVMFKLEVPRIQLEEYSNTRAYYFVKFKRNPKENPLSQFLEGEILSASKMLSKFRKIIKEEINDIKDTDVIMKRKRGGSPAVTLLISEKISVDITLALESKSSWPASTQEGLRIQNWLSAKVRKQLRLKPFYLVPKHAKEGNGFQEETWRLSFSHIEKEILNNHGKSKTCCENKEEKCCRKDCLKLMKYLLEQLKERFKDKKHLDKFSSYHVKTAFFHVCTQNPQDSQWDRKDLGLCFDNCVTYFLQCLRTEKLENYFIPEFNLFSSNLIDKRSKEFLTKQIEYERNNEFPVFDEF
mcGAS lum – cyclic GMP-AMP synthase inhibitors, mouse, primary biochemical chemiluminescence. actives 0.15% (n = 160,000). Q8C6L5. AID 1259399, 2018. recombinant cGAS, Kinase-Glo ATP depletion luminescence. inhibition, % at 12.5 µM;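 also: 0% = negative control wells and 100% = reference inhibitor with no enzyme activity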
NPYLR7 ag – agonists of mosquito NPYLR7 receptor, primary screen, cell-based, Aedes aegypti, calcium fluorescence, mosquito biting behavior; Aedes aegypti neuropeptide Y-like receptor 7 (NPYLR7); HEK293T NPYLR7/Galpha15, GCaMP6s calcium fluorescence; activation, % at 10 µM; actives 0.15% (n = 270,000); AID 1259423, 2018; in the data active = activation above about 40%;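 also: 0% = vehicle and 100% = reference agonist at the receptor; some compounds past the cut are filed as inactive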
An asterisk follows results filed as active; / = no result given. Rule as the data show it, unless noted: active = inhibition above about 40%; inactive = the rest.

SMILES	hcGAS lum	mcGAS lum	NPYLR7 ag
CC(=O)Nc1nc(CN(C)c2ccc(C(C)(C)C)cc2)cs1	-5	/	-1
CCC(C)n1nccc1NC(=O)C1CCC(NC(=O)OC(C)(C)C)C1 (stereo not given)	-3	-12	0
COCC(C)NC(=O)CSc1nnc(NCc2ccc(OC)cc2)s1 (stereo not given)	-8	-3	0
CCc1nc2ccc(C(=O)Nc3ccc(NC(C)=O)cc3)cn2c1N(C)C(=O)Cc1ccccc1	-4	-3	7
CC(=O)Nc1sccc1S(=O)(=O)c1ccc(C)c(C)c1	3	/	12
O=C(C1=Cc2ccccc2OC=C1)N1CC(c2cccnc2)C1	-9	/	23
Cc1cnn(CCC(=O)NC(C)c2cccc(C)c2C)c1 (stereo not given)	-4	/	5
NC(=O)N1CCCC1C(=O)O (stereo not given)	-3	/	2
O=C(CCl)N1CCN(Cc2ccccc2F)CC1	-2	/	-3
CN(Cc1ccoc1)c1nc(-c2cccnc2)nc2c1cnn2C	-1	/	1
COc1cc(Cl)ccc1C(=O)N1CCNCC(CC(=O)O)C1 (stereo not given)	-5	/	19
CCc1nnc(CN(CC)C(=O)c2cn(-c3ccccc3)nn2)o1	-7	-9	3
NC(=O)c1ccccc1OCc1noc(-c2ccco2)n1	-1	-2	-5
COc1cc(OC)cc(-n2c(CCC(=O)NCCc3cccc(Cl)c3)cc3c2-c2ccccc2CC3)c1	-6	-7	28
COc1ccc(C(=O)N2[C@@H](c3ccccc3)[C@@H](C(=O)O)C[C@]23CCCCNC3=O)cc1	-3	-7	4
Cc1nn(C2CCS(=O)(=O)C2)c2nc(-c3ccc(F)cc3)cc(C(=O)N3CCOCC3)c12 (stereo not given)	-6	-9	1
Cc1cccc(Cn2cnc3c(cnn3CCNC(=O)c3ccc(Br)o3)c2=O)c1	-6	-10	-3
CN1CCn2nc(C(=O)N(C)Cc3nc4ccc(Cl)cc4[nH]3)cc2C1	-3	/	10
CC(C)(CNc1ncnc2cc(Cl)ccc12)N1CCOCC1	-3	/	-3
Cc1ccc(NC(=O)CC(C)n2cncn2)c(C)c1 (stereo not given)	-6	-8	0

Structural class, those above with a carbonyl joined to an NH by a bond outside any ring
SMILES	hcGAS lum	mcGAS lum	NPYLR7 ag
CC(=O)Nc1nc(CN(C)c2ccc(C(C)(C)C)cc2)cs1	-5	/	-1
CCC(C)n1nccc1NC(=O)C1CCC(NC(=O)OC(C)(C)C)C1 (stereo not given)	-3	-12	0
COCC(C)NC(=O)CSc1nnc(NCc2ccc(OC)cc2)s1 (stereo not given)	-8	-3	0
CCc1nc2ccc(C(=O)Nc3ccc(NC(C)=O)cc3)cn2c1N(C)C(=O)Cc1ccccc1	-4	-3	7
CC(=O)Nc1sccc1S(=O)(=O)c1ccc(C)c(C)c1	3	/	12
Cc1cnn(CCC(=O)NC(C)c2cccc(C)c2C)c1 (stereo not given)	-4	/	5
NC(=O)N1CCCC1C(=O)O (stereo not given)	-3	/	2
NC(=O)c1ccccc1OCc1noc(-c2ccco2)n1	-1	-2	-5
COc1cc(OC)cc(-n2c(CCC(=O)NCCc3cccc(Cl)c3)cc3c2-c2ccccc2CC3)c1	-6	-7	28
Cc1cccc(Cn2cnc3c(cnn3CCNC(=O)c3ccc(Br)o3)c2=O)c1	-6	-10	-3
Cc1ccc(NC(=O)CC(C)n2cncn2)c(C)c1 (stereo not given)	-6	-8	0

Additional entries
SMILES	hcGAS lum	mcGAS lum	NPYLR7 ag
Cc1nc(C)c(C(=O)N2CCn3c(C(N)=O)cnc3C2)s1	-1	/	0
Cc1cc(C)n(Cc2cccc(CNC(=O)C(C)(C)C)c2)n1	-7	/	3
Cc1nc(N2CCN(CCO)CC2)nc2c1C(=O)CC(c1ccccc1O)C2 (stereo not given)	-8	/	-2
Cc1ccc(-c2csc(=Nc3ccc(C)cc3C)n2N2CCOCC2)cc1	-3	-1	-6
Cc1ccc2nc(N3CCN(C(=O)c4cc(C)on4)CC3)sc2c1	0	/	4
CC(=O)Nc1ccc(S(=O)(=O)N2CCN(c3ncccc3NC(=O)c3ccc4c(c3)OCO4)CC2)cc1	4	2	11
CCC1(C)NC(=O)N(CC(=O)Nc2ccc(Br)cc2)C1=O (stereo not given)	1	-6	3
Cc1ccc(OCc2ccc(-c3nc(C#N)c(NCCCN(C)C)o3)o2)cc1	-11	-8	0
Cc1cccc(-n2cc(-c3nc4c(cnn4C)[nH]3)cn2)c1	5	/	-4
CCc1ccc2nc(N(CCCN3CCOCC3)C(=O)c3ccc4c(c3)OCCO4)sc2c1	-5	-9	-4
COc1cccc(CN(C)C(=O)CCc2nnc(C3(c4ccc(Cl)cc4)CCC3)o2)c1	-3	-15	9
O=C(NCC(F)(F)F)C1CCN(S(=O)(=O)Cc2cccc(F)c2)CC1	2	/	10
COc1ccc(Br)cc1NC(=O)NCCS(C)=O (stereo not given)	3	/	3
CCOC(=O)C(c1ccc(OC)c(OC)c1)C1C=CC(NC(=O)c2ccc(OC)cc2OC)C1 (stereo not given)	-8	-7	2
CCCCCCNC(=O)c1cc(-c2cccc(OC)c2)nc2cc(C(C)(C)C)nn12	-7	-6	8
O=C1NCC(=O)N2CCN(C(=O)COc3ccc4c(c3)OCO4)CC12 (stereo not given)	-4	/	-4
NC(=O)c1nc(-c2cc(Br)ccc2O)nc2c1[nH]c(=O)n2-c1ccc(Cl)cc1	6	/	5
COc1cccc(OCc2ccccc2)c1C(=O)Nc1ccc(C(C)C)cc1	-2	/	-7
COC(=O)C(c1ccccc1F)C1C=CC(NC(=O)c2c(F)ccc(F)c2Cl)C1 (stereo not given)	-4	-7	1
Cc1cccc(-c2cnc(-c3ccncc3)nc2C2CCN(C(=O)c3ccoc3)CC2)c1	-5	-25	8
COc1cccc(-n2c(SCC(=O)Nc3nccs3)nc3c(c2=O)SCC3)c1	-5	-7	-8
COc1ccc(C2SCC(=O)N2CC(O)c2ccccc2)cc1OC (stereo not given)	-3	-5	0
N#CC(C#N)=C1C=C2CC(=NCc3ccccc3)CCC2CC1 (stereo not given)	-4	/	36
Cc1ccc(N2CCC(N3CCNC(C(=O)NC4CC4)C3)CC2)cc1Cl (stereo not given)	-5	/	11
Cc1nn2c(CN3CCOCC3)nnc2c2cc([N+](=O)[O-])ccc12	-4	-4	2
CCN(CC)C(=O)COc1ccc(NC(=O)CC(C)(C)C)cc1Cl	0	/	0
CCNc1ncc(C(=O)NCc2cc(F)cc3c(C)c(CC)[nH]c23)cn1	-7	-15	6
O=c1ccnc(/C=C/c2ccc(OCc3ccccc3)cc2)[nH]1	-6	/	-3
Cc1nc(C)c(Cc2ccccc2F)c(N2CCN(C(=O)C3CC3)CC2)n1	-4	-5	-1
Clc1ccc(-c2nc(Nc3ccccc3)c3ccccc3n2)cc1	-5	-5	22
COCc1c(Br)c(C)nc(OCC(=O)N/N=C\c2cccc(Oc3ccc([N+](=O)[O-])cc3[N+](=O)[O-])c2)c1C#N	-7	2	16
Cc1ccc(NC(=O)CN2C(=O)c3cccc([N+](=O)[O-])c3C2=O)cc1Cl	-9	-6	-3
O=C(O)c1ccccc1CN1CCCC(Cc2nc3ccccc3[nH]2)C1 (stereo not given)	-2	-20	2
COc1ccc(OC)c(C2CCCN2C(=O)CNC(=O)c2ccc(Cl)cc2Cl)c1 (stereo not given)	-8	-9	8
O=C(c1ccc(Cl)cc1Cl)N1CCN(C(c2ccc(F)cc2)c2ccc(F)cc2)CC1	-7	-6	16
COc1ccc(CN(Cc2cccc(C)c2)C(=O)CNC(C)=O)cc1	-7	-13	13
CC(=O)c1cc(C(=O)N2CCC(c3[nH]ncc3Cc3ccccc3)CC2)[nH]n1	-1	/	14
O=C(Nc1ncc([N+](=O)[O-])s1)c1cccn(OCc2cccc(Cl)c2)c1=O	-6	-6	11
CCCCc1ccc(C(=O)N(CCCC)CC(=O)N2c3ccccc3-n3cccc3C2c2ccc(Cl)cc2)cc1 (stereo not given)	3	-4	14
CCS(=O)(=O)Oc1ccc(Cl)cc1CN(CCOC)C(=O)c1cccs1	3	0	-5
CCn1ccnc1CN(C)C(=O)c1cc(C)ccc1OC1CCN(Cc2ccncc2)CC1	-6	/	17
Cn1c2c(c(=O)[nH]c1=O)C(c1ccc(Br)cc1)C1C(=O)OCC1=N2 (stereo not given)	-12	-8	0
CN1CCN(C(=O)c2ccc(Cl)c(S(=O)(=O)N3CCCCC3)c2)CC1	-4	-5	-3
Cc1cccc2[nH]c(C3CCCN3Cc3ccc(S(C)(=O)=O)cc3)nc12 (stereo not given)	-6	/	2
CC(=O)Nc1cccc(OCCNc2cncc(Cl)n2)c1	-8	-15	-6
O=C(CSc1nnc(CNC(=O)c2cccs2)n1-c1ccc(F)cc1)Nc1ccc(F)cc1	-2	-4	-2
CCOC(=O)c1nnc2ccccc2c1NCc1ccccc1	-9	-16	9
CSc1ccc(C(=O)CC(C)(C)C(=O)NCCc2cccs2)cc1	-6	-3	-3
Cc1ccc(C2(O)CCN(c3cncc(C(=O)N4CCCC4)n3)CC2)nc1	-4	/	-3
O=S(=O)(c1ccc(Cl)s1)N1CCC2(CC1)OCCO2	5	/	-1

Later entries
SMILES	hcGAS lum	mcGAS lum	NPYLR7 ag
CC(C)(C)C(=O)Nc1nnc(-c2ccco2)s1	-4	2	-9
CCN(CC)CCn1c2c(c(SCC(=O)N3CCc4ccccc43)nc1=O)CCC2	-1	-8	-2
COc1ccc(CN(C)Cn2nc(-c3ccc(OC)cc3)oc2=S)cc1	-5	/	7
CC(C)c1ccc(C(C)NC(=O)c2ccc(CS(N)(=O)=O)cc2)cc1 (stereo not given)	-8	-14	12
CCc1nc(-c2ccccc2)nc(N2CCN(C(=O)c3ccc(F)cc3)CC2)c1Cc1cc(C)ccc1C	-9	-4	3
O=C(CCN1C(=O)NC2(CCCC2)C1=O)NCCSc1ccccc1	-11	-5	4
CCCCN(CC(=O)Nc1cc(-c2ccccc2)nn1-c1ccccc1Cl)C(=O)Nc1c(C(C)C)cccc1C(C)C	-1	-5	16
CN(Cc1cccc(F)c1)Cc1nc2scc(-c3ccc(Cl)cc3)c2c(=O)[nH]1	-8	/	9
COc1cc(CN2CCCn3cccc3C2c2cc(C)ccc2C)cc(OC)c1 (stereo not given)	-4	-3	-5
c1cc(-c2cccc3ccnn23)cc(-n2cnnc2)c1	2	2	-3
Cc1c(Cl)cccc1N1CN(C(=O)CN(CC(C)C)C(=O)CCc2ccccc2)CC1=O	-8	-5	16
c1ccc(CSc2ncn[nH]2)nc1	-5	/	-1
CC(C)CN(Cc1cc(Cl)ccc1OS(C)(=O)=O)C(=O)c1ccco1	-2	-3	-4
O=C(O)c1cc(F)ccc1NS(=O)(=O)c1ccc(Cl)cc1	-7	/	3
CCOc1cc(C2SC(NC(C)=O)=NN2C(C)=O)ccc1OCc1ccc(Cl)cc1Cl (stereo not given)	2	/	3
COc1nc(N2CCC(CC(N)=O)CC2)ncc1Br	-1	/	-4
CCOC(=O)c1nn(-c2ccc(OC)cc2)c(=O)c2c(NC(=O)CC)scc12	1	-3	-8
CCCCc1ccc(C(=O)N2CCN(C(C(=O)N(CC)CC)C3CCCC3)CC2)cc1 (stereo not given)	1	-2	-1
O=C(O)c1ccc(CSc2nnc(-c3ccc([N+](=O)[O-])cc3)n2-c2ccc(F)cc2)cc1	0	-4	-3
Cc1ccc(C(=O)NCCc2nnc3ccc(SCC(=O)NC4CCCCC4)nn23)cc1	0	-7	-4
O=C(c1[nH]ncc1Cl)N1CCN([C@H]2CCCC[C@@H]2O)CC1	-13	-8	/
Cc1ccc(NC(=O)c2ccc(CN3CCN(C)CC3)cc2)cc1Nc1nc(-c2cccnc2)cs1	1	-6	-11
COc1ccc(S(=O)(=O)N(C)C2CCS(=O)(=O)C2)cc1Br (stereo not given)	-6	/	9
O=S(=O)(c1ccc(-c2cnco2)cc1)N1CCC2(CCCNC2)C1 (stereo not given)	-3	/	0
CCOC(=O)C1=C(CC)NC2=C(C(=O)CC(C)(C)C2)C1c1ccc([N+](=O)[O-])cc1 (stereo not given)	-4	-4	-2
CCc1ccc(N2C(=O)c3ccccc3NC2c2cc(OC)c(O)c(OC)c2)cc1 (stereo not given)	-3	-6	8
O=S(=O)(NCc1ccccc1)N1CCc2[nH]nc(C3CCC3)c2C1	-6	/	0
CC(C)N(CC(N)=O)C(=O)c1sc2cc(F)ccc2c1Cl	-6	-5	3
CCOC(=O)c1c(C)nn(-c2ccc(C(=O)NCc3ccc4c(c3)OCO4)cc2)c1C	-2	-2	4
CC1CCC2(CC1)NC(=O)N(CN1CCN(S(=O)(=O)c3cccs3)CC1)C2=O (stereo not given)	-4	-5	9
O=C(O)CN1C(=O)/C(=C\c2ccc(OC(=O)c3cc([N+](=O)[O-])ccc3[N+](=O)[O-])cc2)SC1=S	-6	/	53
Cn1c(=O)c2c(nc3sccn32)n(C)c1=O	-4	/	0
S=c1[nH]nc(Cc2ccccc2)n1Cc1ccco1	4	/	0
O=C(CN1Cc2ccc(N3CCOCC3)nc2C1=O)NC1CCC(O)CC1 (stereo not given)	-8	-6	4
Cc1ccc(NC(=O)CC(=O)NC2CCCN(C(=O)C3CC3)C2)c(C)c1 (stereo not given)	-9	/	0
CC1CCCCC1NC(=O)c1cccn2c(=O)c3c4c(sc3nc12)CCCC4 (stereo not given)	-10	/	11
